# C2C12 statin – protects C2C12 myotubes from simvastatin toxicity | ATP luminescence, 48 h; scaled: DMSO 0, geranylgeraniol control 100 | rescue of ATP level, % at 7.49 µM | 330,000 compounds, 0.78% hits | AID 602340;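 active = mean ATP rescue above about 67%, or every replicate alone reaching that limit, limit read from the data, passing the limit was not always enough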;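 also: myotubes were challenged with 10 µM simvastatin during compound exposure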
# PGC1a acetyl inh – PGC1a acetylation modulation, inhibitor mode. U2OS PGC1a acetylation, AlphaScreen anti-acetyl-lysine; with virally co-expressed GCN5 acetyltransferase. inhibition, % at 15.6 µM. 350,000 compounds, 0.17% hits;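 active = every replicate shows inhibition of at least 40%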;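 also: 0% = neutral control wells and 100% = positive control wells; some results beyond the cut were filed as inactive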
# PAX8 reporter – inhibitors of PAX8 transcriptional activity in RMG-I cells; AID 652154; inhibition, % at 12.6 µM; RMG-I TPO-luciferase reporter, SteadyGlo, 24 h; 360,000 compounds, 1.2% hits;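 active = mean replicate inhibition at least 60% with every replicate also reaching 60%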;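 also: luciferase light reporting Pax8 driven TPO promoter activity; plate controls were median of neutral control wells for no effect and mitoxantrone controls for full effect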
# Cneo AK release – causes C. neoformans cell lysis; adenylate kinase release luminescence, 4 h; normalised: neutral wells 0, clomiphene wells 100; lysis activity, % at 15 µM; 360,000 compounds, 0.2% hits;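 active = mean lysis activity across replicates of at least 80%, whatever share of replicates individually reach that level; inactive = mean lysis activity below 80%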
#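 Material – log-phase Cryptococcus neoformans yeast cells · Input – 5 × 10^6 yeast cells/mL · Medium – fresh YPD growth medium · Doses – single compound concentration per well · Timing – static 4 h at 37 °C with compound, 1 h detection · Detection – adenylate kinase release luminescence · Read-out – signal increase indicating cell lysis · Control set – Clomiphene as positive lysis control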
# INS-1E GSIS act – primary screen for activators of insulin secretion dependent on glucose, INS-1E cells, GLuc reporter luminescence | 370,000 compounds, 0.61% hits | INS-1E GLuc reporter insulin secretion, 2-3 h | activation, % at 16.6 µM;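 active = lowest replicate activation of at least 40%, so every replicate reaches that level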;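 also: 0% = median of neutral control wells and 100% = median of IBMX positive control wells; some compounds called inactive have numbers as strong as hits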
# PglD DTNB – PglD (C. jejuni) enzyme inhibition. AID 602405. inhibition, % at 12.5 µM. 360,000 compounds, 0.098% hits. purified PglD enzyme, DTNB colorimetric CoA detection; in the data active = inhibition above about 16%, passing the limit was not always enough; also: strong numbers were not always called active
# ARNT TACC3 PPI – disrupts binding between human ARNT and TACC3; inhibition, % at 9.99 µM; AID 623870; Q9Y6A5; AlphaScreen His-ARNT PAS-B/GST-TACC3 binding, luminescence; TACC3 fragment carries E629A point mutation; 390,000 compounds, 0.66% hits;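 active = mean inhibition of replicates at least 50% and at least half of replicates each reaching 50%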;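 also: 0% = complete ARNT plus TACC3 wells and 100% = ARNT alone without TACC3; many hits fall short of the cut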
# LGR2 antag – blocks bursicon-induced cAMP signaling via Drosophila LGR2; AID 720647; HEK293 LGR2, CRE-luciferase, bursicon-stimulated, 4 h; inhibition, % at 9.99 µM; 380,000 compounds, 0.35% hits;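 active = drop in luminescence signal, shown as inhibition above about 50% in the replicate tests, limit read from the data, passing the limit was not always enough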;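 also: agonist challenge used bursicon conditioned medium at about half maximal strength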
# Numbers without * were called inactive; . = not tested or not shown; & = joins results of further samples.
SMILES,C2C12 statin,PGC1a acetyl inh,PAX8 reporter,Cneo AK release,INS-1E GSIS act,PglD DTNB,ARNT TACC3 PPI,LGR2 antag
COc1ccc(CCN2C(=O)CC(N3CCN(S(=O)(=O)c4ccccc4)CC3)C2=O)cc1 (stereo unspecified),.,-2,.,-1,.,-2,-12,.
Cc1[nH]c(=O)c(C#N)c(C)c1CCC(=O)NCc1cccc(C(F)(F)F)c1,19,.,-1,-4,22,3,4,9
CC(C)(C)NC(=O)NC(=O)CSc1ccc(S(=O)(=O)N2CCOCC2)cn1,6,-5,9,0,-6,5,-23,5
O=C(Nc1ccc(F)c(Cl)c1)C1CC(=O)N(Cc2ccco2)C1 (stereo unspecified),0,-3,-8,-1,9,-3,9,2
CC(=O)N1[C@H](CO)[C@H](c2ccccc2)C12CN(Cc1nccs1)C2,.,-7,-5,.,-4,.,.,-23
CC(C)C[C@H](NC(=O)N1CCn2c1nc1ccccc12)C(=O)NC1CCCCC1,40,-24,-9,-2,-22,2,-1,6
C[C@H](CO)N1C[C@H](C)[C@@H](CN(C)Cc2ccncc2)Oc2ccc(NC(=O)CCC(F)(F)F)cc2CC1=O,-2,-4,2,1,13,-5,13,7
CCS(=O)(=O)N1CCN(S(=O)(=O)c2ccc(S(=O)(=O)NC3CC3)cc2)CC1,2,.,9,1,13,6,-20,6
COc1ccc(N2CCN(Cc3nc(-c4ccc(Cl)cc4Cl)no3)CC2)cc1,14,11,.,.,-14,.,13,.
CCOc1cc(CN2CCN(CCOCCO)CC2)ccc1OC,-6,0,.,-1,.,1,-5,.
C[C@H]1CN([C@@H](C)CO)C(=O)c2cc(Br)cnc2O[C@H]1CN(C)C(=O)c1cccnc1,0,6&8&-1,-23,0&9&-6,7&9,-1&4&1,1&6,8&-4
C=CCc1c(C)nc(C)nc1N/N=C/c1ccc(N(C)C)cc1,-2,4,.,-2,10,-1,-27,-22
CC1(c2ccccc2)NC(=O)N(CC(=O)Nc2ccc(S(=O)(=O)NC3=NCCCCC3)cc2)C1=O (stereo unspecified),5,-6,-5,1,2,4,-2,1
O=C(c1ccc(Cl)c(S(=O)(=O)N2CCCCCC2)c1)N1CCOCC1,-1,-3,-9,-12,13,4,-2,.
O=S(=O)(N[C@@H]1CCCN(Cc2cccc(OCCO)c2)C1)c1cc(Cl)ccc1Cl,.,.,5,40,.,-2,1,.
CCOC(=O)c1c(NC(=O)Nc2ccc(C)cc2)sc2c1CCN(C)C2,-9,3,0,3,6,-9,-6,-3
O=C(NC(Cc1ccccc1)C(=O)NC(Cc1ccccc1)C(=O)O)c1ccccc1 (stereo unspecified),0,23,-5,-29,-5,-2,-9,-6
COc1cccc(C2=NNC(=NCc3ccccc3)SC2)c1,.,-7,-73,.,-2,.,-10,-13
CC(=O)C12OC1CC1C3CCC4=CC(=O)CCC4(C)C3CCC12C (stereo unspecified),2,.,-9,3,-5,3,-10,1
Cc1ccc(C(=O)CSc2ccc(-c3ccncc3)nn2)cc1,.,10,2,.,2,.,-2,8
COc1ccccc1Cn1c(SCC(N)=O)nc2c(oc3ccccc32)c1=O,.,.,-2,.,31,.,7,11
O=C1Nc2ccccc2C(=O)N2[C@H](c3ccccc3)[C@@H]3C(=O)N(Cc4ccccc4)C(=O)[C@@H]3[C@H]12,6,-1,25,-2,-7,4,19,2
CCOC(=O)CN1CC23C=CC(O2)C(C(=O)O)C3C1=O (stereo unspecified),1,.,4,1,29,6,-4,-4
C[C@@H]1CN([C@@H](C)CO)S(=O)(=O)c2ccc(-c3cncnc3)cc2O[C@@H]1CN(C)Cc1cccnc1,-26,0,.,-1,13,-3,0,0
O=[N+]([O-])c1cc(S(=O)(=O)N2CCOCC2)ccc1OCc1ccccc1C(F)(F)F,-25,.,2,-2,3,-1,-4,17
# The list goes on.
SMILES,C2C12 statin,PGC1a acetyl inh,PAX8 reporter,Cneo AK release,INS-1E GSIS act,PglD DTNB,ARNT TACC3 PPI,LGR2 antag
C[C@@H]1CN([C@@H](C)CO)C(=O)c2cccc(NS(=O)(=O)c3cccs3)c2O[C@H]1CN(C)Cc1ccc(Cl)c(Cl)c1,11,-21,1,1,1,5,4,3
Cc1cc(NS(=O)(=O)c2ccc(NC(=O)CSc3nc4sc(C)c(C)c4c(=O)[nH]3)cc2)no1,.,-4,12,.,-7,.,-1,7
CN(C)CC(=O)Nc1ccc2c(c1)[C@@H]1C[C@@H](CC(=O)N3CCc4ccccc4C3)O[C@@H](CO)[C@@H]1O2,-1,-1,-6,-4,6,2,-2,5
CN(C)C(=O)c1cccc(-c2ccc([C@@H]3[C@@H](CO)N4CCCCN(CCC(F)(F)F)C[C@@H]34)cc2)c1,.,-12,-15,-1,5,1,5,4
O=C(Nc1nnc(C2CC2)s1)c1cc(-c2ccccc2)nn1-c1ccccc1,78*,5,.,2,.,0,-7,.
C[C@@H]1CN([C@@H](C)CO)C(=O)c2cc(NC(=O)C3CCCCC3)ccc2O[C@@H](C)CCCCO[C@@H]1CN(C)C(=O)Nc1ccccc1,.,-3,-7,54,5,-2,1,4
C[C@@H]1CN([C@H](C)CO)C(=O)CCCn2nncc2CO[C@H]1CN(C)Cc1ccc(Cl)c(Cl)c1,11&57&30,5&10,7&13&-6,0&-1,-1&-6,-5&-1,2,6&8
COc1ccc2c(c1)c(N=NC(N)=S)c(O)n2CC(=O)c1ccccc1,-62,.,22,3,31,-1,-1,-36
Cc1cc2nc(/N=C(\N)NC(=O)C(C)C)nc(C)c2cc1C,-25,4,4,2,.,-1,-1,.
Cc1nc(C(=O)Nc2cccc(Cl)c2Cl)nn1-c1cc(OC(C)C)c(Cl)cc1Cl,2,13,-11,1,.,3,-14,.
COc1ccc2c3c([nH]c2c1)[C@@H](CO)N(CC1CC1)CC31CN(C(=O)c2ccc(F)cc2)C1,.,3,2,.,18,.,.,-23
CCOc1ccc(S(=O)(=O)NCC2CCCO2)c2cccnc12 (stereo unspecified),-2,-19,.,-1,7,4,5,-6
COc1ccc(C(=O)N=c2sc3c(C)ccc(OC)c3n2C)cc1,-34,.,-188,-9,-2,1,-3,-78
CO[C@H]1CN(C)C(=O)c2ccc(NC(=O)c3cc(C)on3)cc2OC[C@@H](C)N(C)C[C@@H]1C,3,-19,-10,-2,-14,2,3,-14
O=C(CCNc1ccc(F)c(Cl)c1)c1ccco1,4,26,.,0,15,0,-14,3
Cn1ncc2c(Nc3cccc4ccccc34)ncnc21,-2,1,-24,-5,.,-3,-7,.
CNC(=O)c1sc(SC)cc1-c1ccc(Cl)cc1,9,-7,.,-6,.,4,-3,.
CO[C@@H]1CN(C)C(=O)c2cc(NC(=O)c3ccc(F)cc3)ccc2OC[C@H](C)N(C(=O)CN(C)C)C[C@H]1C,19,1,7,-24,8,3,-5,3
c1ccc(-c2nc(-c3ccccn3)no2)cc1,-155,-6,.,-1,16,-5,4,87*
COc1ccc(S(=O)(=O)Nc2ccc3c(c2)C(=O)N([C@H](C)CO)C[C@H](C)[C@@H](CN(C)Cc2ccc(C(F)(F)F)cc2)OCCCC[C@@H](C)O3)cc1,.,2,29,4,-11,-2,-3,18
Cc1cc(C(=O)N/N=C/c2cccs2)n[nH]1,.,-6,-91,-3,-12,4,-4,15
Cc1ccc(C(O)c2ncc(-c3ccc4ccccc4c3)[nH]2)cc1 (stereo unspecified),-6,0,-117,3,-34,-2,.,-51
C/C(=N\O)C(=O)NCc1ccccn1,-4,-4,.,-3,-4,2,0,6
COC(=O)Cc1cc(=O)n2[nH]c(C)c(-c3ccccc3)c2n1,-3,-6,.,0,.,3,8,.
CCc1ccccc1NC(=O)CN(C)Cc1nc(N)nc(Nc2ccccc2C)n1,2,7,7,-3,.,5,11,.
# Further records.
SMILES,C2C12 statin,PGC1a acetyl inh,PAX8 reporter,Cneo AK release,INS-1E GSIS act,PglD DTNB,ARNT TACC3 PPI,LGR2 antag
CCOC(=O)c1cc(C(C)(C)C)oc1CNC(=O)c1c(C)oc2c1CCCC2,.,13,.,2,.,-2,1,.
CC1=C(C(=O)Nc2cc(-c3cccc(F)c3)[nH]n2)C2(CCCCC2)OC1=O,-5,-4,15,2,-7,-5,-10,-8
CCOc1ccc2c(C)c(C)c(=O)oc2c1OCC,-6,-6,.,-1,.,1,-4,.
Cc1ccc(C)c(N2CCN(C(=O)CCS(=O)(=O)c3cccc4nonc34)CC2)c1,3,9,-3,-1,.,1,10,.
O=C(NCc1c(Cl)cccc1Cl)c1[nH]c(C(F)(F)F)nc1-c1ccccc1,1,5,11,0,.,-4,.,20
O=C1CNC(=O)N1c1ccc(Cl)cc1,10,7,18,4,-7,-1,16,-1
O=C1C(=O)c2ccccc2C(O)=C1C1CCC(c2ccc(Cl)cc2)CC1 (stereo unspecified),-7,9,-9,0,15,-2,-4,3
O=C(CCC(=O)NNc1nc2ccccc2c2nc(-c3ccccc3)nn12)NCCCN1CCCC1=O,.,-19,3,-1,-16,.,-2,-8
CCn1nc(C)c(/C=N/NC(=O)c2ccc3c(c2)c(C)c(C)n3Cc2ccccc2)c1C,14,.,.,0,.,-5,-18,.
Cc1noc(C)c1S(=O)(=O)Nc1ccc2c(c1)C(=O)N([C@H](C)CO)C[C@H](C)[C@@H](CN(C)C(=O)c1ccncc1)OCCCC[C@H](C)O2,.,13,5,-2,3,-1,-5,5
COc1ccc(N2CCN(Cc3nc(N)nc(Nc4ccc(C)c(Cl)c4)n3)CC2)cc1,3,8,36,1,.,1,29,.
CCCCCc1nnc(NC(=O)Cc2ccc([N+](=O)[O-])cc2)s1,.,19,-7,.,-6,.,-1,13
O=C(NCC1CC1)c1onc(CSc2ccc(F)cc2)c1C(=O)NCC1CC1,0,-3,-6,1,.,4,-15,5
Cc1cc(C(=O)N2CCC(C(=O)O)CC2)c(C(F)(F)F)o1,6,-5,5,.,.,.,-3,.
COc1cc(C)cc(C(=O)C=Cc2ccccc2)c1O,6,-17,-3,2,.,8,-3,-27
COc1cccc(-n2nnnc2SCC(=O)NCc2ccco2)c1,-15,-3,.,2,.,0,-1,.
N#CC1=C(N)NC(SCC(=O)O)=C(C#N)C12CCCC2,7,8,.,1,.,2,1,.
CN1C(=O)c2cc(NC(=O)C3CCOCC3)ccc2OC[C@@H]2O[C@@H](CC(=O)NC3CCCC3)CC[C@H]21,3,4,-13,-1,4,0,-3,20
COc1ccccc1N1CCN(C(=O)c2c(C)noc2C)CC1,.,.,17,.,-2,.,-3,8
CCCCOc1ccc(/C=N/NC(=O)c2nnn(-c3nonc3N)c2CN2CCCCCC2)cc1,12,4,0,0,-8,2,.,-5
O=C(C[C@@H]1CC[C@@H](NC(=O)Nc2cc(F)ccc2F)[C@H](CO)O1)Nc1ccc(-c2ccccc2)cc1,-2,7,-15,-4,7,-1,0,-2
CCCCN1C(=O)C(NC(=O)CC(C)C)(C(F)(F)F)C2=C1CC(C)(C)CC2=O (stereo unspecified),-10,9,-21,14,21,-3,0,.
O=C(N/N=C/c1cccc(C(F)(F)F)c1)c1ccccc1O,.,-2,-71,.,-8,.,-6,-9
CCCCNC(=O)c1cccc(S(=O)(=O)N2CC3(C)CC2CC(C)(C)C3)c1 (stereo unspecified),14,-16,25,0,-10,0,-2,18

# Ordered by the number under PGC1a acetyl inh (smallest number first): 3 of the compounds above.
compound	PGC1a acetyl inh
CCCCNC(=O)c1cccc(S(=O)(=O)N2CC3(C)CC2CC(C)(C)C3)c1 (stereo unspecified)	-16
Cc1cc(C(=O)N2CCC(C(=O)O)CC2)c(C(F)(F)F)o1	-5
N#CC1=C(N)NC(SCC(=O)O)=C(C#N)C12CCCC2	8

# Shown as a hit in LGR2 antag, of those listed so far:
SMILES | PGC1a acetyl inh | INS-1E GSIS act | PglD DTNB | ARNT TACC3 PPI | LGR2 antag
c1ccc(-c2nc(-c3ccccn3)no2)cc1 | -6 | 16 | -5 | 4 | 87*
